Compound activity from PubChem BioAssay.
JMJD2A Tudor = qHTS Assay for Inhibitors of JMJD2A-Tudor Domain; Potency, µM (titrated, usually from 114 µM), inactives show at the highest dose activity change, negative = inhibition, usual class: inhibitors; AlphaScreen JMJD2A-Tudor / H3K4me3 peptide binding; hit rate 4.4% among 390,000; Lysine-specific demethylase 4A (Homo sapiens), O75164; further: on the % scale 0 is the no-effect control and ±100 the full control effect; nearly all actives have a fitted effect of over 50% in size
GLS inhibitor = qHTS for Inhibitors of Glutaminase (GLS); AID 624170, 2012; Potency, µM (highest dose often 45.5 µM), without a hit: at the top dose activity change, negative = inhibition, actives largely listed as inhibitors; Glutaminase kidney isoform, mitochondrial (Homo sapiens), O94925; hit rate 0.21% among 410,000; GLS enzymatic activity, qHTS titration; further: on the % scale 0 is the no-effect control and ±100 the full control effect
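Human kidney-isoform GLS in 45 mM KH2PO4 pH 8.2, 0.02% Tween-20, with compound, started with 1mM L-Glutamine (added stock). Glutamate oxidase/HRP/Amplex red coupled fluorescence read at start and after 30 min at RT.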
Tb PGK inh = qHTS Assay to Find Inhibitors of Phosphoglycerate Kinase. PGK/GAPDH coupled, Kinase-Glo luminescence, 60 min. Potency, µM (top dose mostly 57.5 µM), for inactives: top-dose activity change, negative = inhibition, most hits filed as inhibitors. hit rate 0.043% among 380,000. AID 602233, 2012; further: on the % scale 0 is the no-effect control and ±100 the full control effect; nearly all actives have a fitted effect of over 60% in size
Target sequence (P07378 whole entry, looked up): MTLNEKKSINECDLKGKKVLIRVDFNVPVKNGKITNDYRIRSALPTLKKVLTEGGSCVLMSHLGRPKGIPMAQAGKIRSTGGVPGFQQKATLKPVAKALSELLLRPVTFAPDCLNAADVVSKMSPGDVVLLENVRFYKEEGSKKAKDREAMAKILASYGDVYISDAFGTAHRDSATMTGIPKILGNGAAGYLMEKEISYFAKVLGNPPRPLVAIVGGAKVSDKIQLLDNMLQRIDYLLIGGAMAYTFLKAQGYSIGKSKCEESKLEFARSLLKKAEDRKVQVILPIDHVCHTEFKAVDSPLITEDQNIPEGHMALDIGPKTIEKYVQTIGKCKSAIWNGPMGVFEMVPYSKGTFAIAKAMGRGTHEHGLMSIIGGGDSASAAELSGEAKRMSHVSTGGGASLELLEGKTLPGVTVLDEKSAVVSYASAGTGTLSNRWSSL
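Luminescent ATP detection (Kinase-Glo Plus) follows a 60-minute room-temperature incubation, with wells lacking PGK as controls. Buffer: 100 mM TEA (pH 7.6), 5 mM MgCl2, 0.01% Tween-20. Coupling enzyme GAPDH (100 nM final) supplies unstable 1,3-BPG in-well.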
Pin1 inhibitor = qHTS Assay to Find Inhibitors of Pin1. Peptidyl-prolyl cis-trans isomerase NIMA-interacting 1 (Homo sapiens), Q13526. hit rate 0.009% among 390,000. AID 504891, 2011. Pin1 FP peptide displacement, HiFluor488, 10 min. Potency, µM (series often up to 115 µM), for the others: top-dose activity, negative = inhibition, most hits filed as inhibitors; active means well fitted inhibition curve with a large enough effect in the polarisation, with a control signal flat, not every such curve was filed as active; inconclusive means small, poorly fitted or top-dose-only effect, or effect the other way, or a change in a side signal; inactive means no such curve, though single readings can be large or run the other way; the % refers to the polarisation; further: on the % scale 0 is the no-effect control and ±100 the full control effect
Target sequence (Q13526 whole entry, looked up): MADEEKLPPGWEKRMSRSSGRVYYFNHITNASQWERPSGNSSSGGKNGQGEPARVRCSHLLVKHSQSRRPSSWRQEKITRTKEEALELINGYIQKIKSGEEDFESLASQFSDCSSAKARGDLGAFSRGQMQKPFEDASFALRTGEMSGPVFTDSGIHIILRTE
POLI inh = qHTS for Inhibitors of Polymerase Iota; DNA polymerase iota (Homo sapiens), Q9UNA4; Pol iota fluorescent replication assay, 10 min; Potency, µM (doses to about 115 µM), for inactives: at the top dose activity, negative = inhibition, actives largely listed as inhibitors; hit rate 1% among 390,000; AID 588590, 2011
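Pol iota at 10 nM preincubated 15 min with compounds at room temperature; reaction started with fluorescent substrate, 50 nM final. Fluorescence read kinetically at 0 and 10 min; buffer-only wells as negative control.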
BLM helicase inh = qHTS Assay for Inhibitors of Bloom's syndrome helicase (BLM). recombinant BLM DNA unwinding, fluorescence dequenching. hit rate 0.2% among 350,000. Potency, µM (series often up to 56.1 µM), for the others: at the top dose activity change, negative = inhibition, usual class: inhibitors;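 further: plate controls were vehicle for no effect and no enzyme for full effect; nearly all actives have a fitted effect of over 35% in size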
BAZ2B inh = qHTS Assay for Inhibitors of BAZ2B. Potency, µM (series often up to 114 µM), inactives show at the highest dose activity change, negative = inhibition, most hits filed as inhibitors. Bromodomain adjacent to zinc finger domain protein 2B (Homo sapiens), Q9UIF8. AlphaScreen BAZ2B-H3K14Ac peptide displacement. hit rate 4.4% among 360,000; further: on the % scale 0 is the no-effect control and ±100 the full control effect; nearly all actives have a fitted effect of over 60% in size
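Protein-peptide AlphaScreen: BAZ2B 50 nM, b-H3K14Ac 50 nM, 1x PBS pH 7.4 + 0.01% Tween-20. Preincubation 30 min RT; cpd 30 min RT (top 110 uM); beads 20 min RT, light-protected.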
G9a block = qHTS Assay for Inhibitors of Histone Lysine Methyltransferase G9a; Histone-lysine N-methyltransferase EHMT2 (Homo sapiens), Q96KQ7; G9a H3K9 monomethylation, AlphaScreen, 2 h; Potency, µM (top dose mostly 102 µM), inactives show top-dose activity, negative = inhibition, most hits filed as inhibitors; hit rate 8.8% among 350,000; AID 504332, 2011; further: on the % scale 0 is the no-effect control and ±100 the full control effect; nearly all actives have a fitted effect of over 75% in size
Target sequence (Q96KQ7 913-1193 limits assumed): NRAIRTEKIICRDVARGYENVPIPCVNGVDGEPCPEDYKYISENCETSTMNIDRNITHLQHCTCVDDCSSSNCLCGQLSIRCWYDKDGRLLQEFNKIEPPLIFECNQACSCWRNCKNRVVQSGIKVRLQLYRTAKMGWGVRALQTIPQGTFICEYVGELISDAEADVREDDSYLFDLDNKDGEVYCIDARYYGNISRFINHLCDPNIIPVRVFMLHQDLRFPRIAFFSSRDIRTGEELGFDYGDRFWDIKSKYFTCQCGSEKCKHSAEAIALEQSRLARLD
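G9a (20 nM) was preincubated 15 min with compound, then reacted 2 h at room temperature with 500 nM biotin-H3K9 peptide and 20 µM SAM. Monomethyl-H3K9 detected by AlphaScreen using anti-H3K9me1 antibody.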
HP1b binding inh = HTS for Inhibitors of HP1-beta Chromodomain Interactions with Methylated Histone Tails; AlphaScreen HP1-beta / biotin-H3K9me3 peptide binding; Potency, µM (highest dose often 114 µM), without a hit: top-dose activity change, negative = inhibition, usual class: inhibitors; hit rate 0.56% among 390,000; AID 540317, 2011; further: nearly all actives have a fitted effect of over 70% in size; inactives centre near 23
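HP1-beta protein (50 nM final) preincubated 30 min at room temperature with biotinylated H3(1-18)K9me3 peptide (50 nM) in PBS pH 7.4, 0.01% Tween-20, then compound added for 30 min. AlphaScreen streptavidin donor/nickel chelate acceptor beads (10 ug/mL final), 30 min dark, luminescence read.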
* marks the source's active call; other numbers are inactive results; i = inactive; ? = inconclusive; nt = no result given; & = joins results of further samples; ! = not confirmed by another sample; [ ] = remark or other dose. Unless noted, the call rests on the fitted dose curve; in most records, active means well fitted curve in the direction sought with a large enough effect; inconclusive means small, poorly fitted or top-dose-only effect, or another doubt; inactive means no such curve, though single readings can be large; an effect the other way counts as inactive or inconclusive. Potency means the concentration at half of the fitted maximal effect.

SMILES | JMJD2A Tudor | GLS inhibitor | Tb PGK inh | Pin1 inhibitor | POLI inh | BLM helicase inh | BAZ2B inh | G9a block | HP1b binding inh
Cn1c(=O)oc2cc(S(=O)(=O)Nc3ccc4c(c3)OCO4)ccc21 | -34% | 13% | 0% | 15% | 11% | -14% | ? | 20%[12.7 µM] | -7%
CN(C)S(=O)(=O)c1cccc(NC(=S)NC23CC4CC(CC(C4)C2)C3)c1 | -22% | 1% | -21% | -3% | 27% | -12% | -16% | 5% | 3%
O=C(c1cc(F)c(F)c(F)c1F)N1CCN(Cc2ccc3c(c2)OCO3)CC1 | -7% | 1% | -6% | 2% | 8% | -3% | -3% | ? | 34%
CCc1ccc(NC(=O)C(=O)NCC(c2cccnc2)N2CCN(c3ccc(F)cc3)CC2)cc1 (stereo unspecified) | -16% | -3% | -8% | 1% | 13% | -3% | 6% | ? | 32%
COc1cc(C2SC[C@H]3C(=O)N(c4ccccc4)C(=O)N23)cc(OC)c1OC (stereo partly specified) | -13% | 1% | 1% | -3% | 11% | -2% | -4% | -1%[59 µM] | 32%
O=C(CCC(=O)N1CCOc2ccc(Cl)cc21)NCCCN1CCOCC1 | 6% | -20% | -5% | -2% | 17% | 0% | 6% | 14% | 46%[activator]
CCOC(=O)c1c(N)sc(C(O)(C(F)(F)F)C(F)(F)F)c1-c1ccc(OC)cc1OC | -23% | 2% | -8% | 2% | 10% | -6% | ? | 79µM* | 26%
COC(=O)c1sccc1NC(=O)c1c(C)cc(=O)oc1C | 3% | 9% | -10% | 2% | -9% | 1% | 2% | -8%[59 µM] | 7%
CC(C)NC(=O)CS(=O)(=O)c1ccccc1 | 0% | 1% | -5% | -7% | 46% | -1% | 4% | nt | 35%
Cc1ccn2c(=O)c(C(=O)NC3CCCCC3C)c(O)nc2c1 (stereo unspecified) | -8% | 1% | 0% | -12% | 108%[activator] | nt | -3% | -10% | 53%[activator]
O=C(c1ccccc1)c1nccc2ccccc12 | 2% | -1% | 1% | 1% | 10% | -1% | -6% | -1%[59 µM] | 26%
CCNC(=S)NNc1nc(N2CCOCC2)nc(N2CCOCC2)n1 | -11% | 18% | i | 2% | -25% | 0% | nt | ? | -37%
CC(=O)OCC(=O)Nc1ccccc1C | -2% | -8% | -6% | 0% | -11% | -1% | -17% | -5%[59 µM] | 54%[activator]
COc1ccccc1C1CC(c2ccccc2)=NN1S(=O)(=O)c1ccccc1 (stereo unspecified) | -2%[11.4 µM] | 0% | 3% | 9% | -3% | -5% | -3% | nt | 38%
COc1ccccc1NS(=O)(=O)c1cccc2cccnc12 | -10% | 8% | -4% | -2% | 12% | 2% | -4% | -19%[59 µM] | 49%[activator]
COc1ccc(CN2CCN(C(C)C)C(CCO)C2)cc1Cn1cncn1 (stereo unspecified) | -1% | 1% | i | -11% | 74%[activator] | 4% | 3% | nt | 36%[activator]
Cc1cccc(-n2c(=O)c3c(c4cc(C)ccc4n3C)n(Cc3ccccc3F)c2=O)c1 | -11% | 2% | -4% | 1% | -9% | -1% | -14% | -3%[59 µM] | 43%[activator]
Cc1cccc(CN2C(=O)c3ccccc3S(=O)(=O)c3ccc(C(=O)NCCCN4CCCC4)cc32)c1 | 17% | 11% | -5% | -1% | 23% | 1% | ? | nt | 35%
COc1ccc(CCCc2nnc(SCC(=O)Nc3ccc(OC)cc3)o2)cc1 | 28µM*! | 3%&9% | -5% | 0%&-3% | 20%&-14% | -5%&-5% | 3% | ? | -5%&11%
COc1ccc(Cl)cc1NC(=O)CC1S/C(=N/N=C2CCCCCC2)NC1=O (stereo unspecified) | -15% | -20% | -1% | -1% | 9% | -12% | 5% | nt | 41%[activator]
COc1ccc(CNC(=O)c2cc(-c3ccc(OC)c(OC)c3)on2)cc1 | -7% | -2% | i | -4% | -15% | 2% | -1% | 20%[12.7 µM] | 38%
CCC(=O)NCCc1nc2ccccc2n1CC | -1% | 5% | 2% | 2% | 3% | 1% | 10% | 10%[59 µM] | 29%
CC(Oc1ccc(Br)cc1)C(=O)NCC1(N2CCCCC2)CCCCC1 (stereo unspecified) | -21% | 11% | -2% | 0% | -8% | nt | -4% | -1%[12.7 µM] | 22%
CC(=O)c1cccc(NC(=S)N2CCN(S(=O)(=O)c3ccc(F)cc3)CC2)c1 | -3% | -9% | -5% | ? | -7% | -1% | -13% | 28µM* | 14%[57 µM]
Cc1cc(NC(=O)CSc2nc(-c3ccc(Cl)cc3)cs2)no1 | -17% | -12% | -12% | 4% | 1% | -3% | -4% | 14%[59 µM] | 18%
COc1cccc(OC)c1C(=O)NC(=O)Nc1c(F)cc(F)cc1F | -7% | -3% | -8% | -4% | 12% | 0% | -3% | 21%[59 µM] | 14%
COc1ccc(CNC(=O)COC(=O)CN2C(=O)NC3(CCCC3)C2=O)cc1 | -3% | -2% | -5% | 5% | 16% | nt | 5% | 2%[2.33 µM] | 33%
CCN(CC)CCNC(=O)c1ccccc1C(=O)c1ncc[nH]1 | ? | 6% | -2% | -3% | 18% | 0% | -35% | -39%[12.7 µM] | 5%
C/C(=N\Nc1cccc([N+](=O)[O-])c1)c1cc(F)ccc1O | -18% | 5% | 8% | 1% | 3% | -2% | 5% | ? | 5%[57 µM]
Cc1c(/C(O)=C2/C(=O)C(=O)N(CCN3CCOCC3)C2c2ccco2)cnn1-c1ccccc1 (stereo unspecified) | -3% | -3% | 0% | -1% | 35% | nt | nt | nt | 50%[activator]
Cc1cc(C)n(CCc2nc(-c3cccs3)cs2)n1 | 3% | 7% | 1% | -2% | -8% | 3% | 5% | ? | 51%[activator]
COc1ccc(-c2nc3nc(C)cc(N4CCN(c5cccc(C(F)(F)F)c5)CC4)n3n2)cc1 | -16% | -3% | i | 5% | 18% | -1% | -4% | -33%[59 µM] | 13%
Cc1ccc(S(=O)(=O)Nc2ccc(C(=O)N3CCCC3)cc2)cc1 | -7% | -4% | 1% | -4% | 36%[activator] | 0% | -12% | 4% | 25%
COc1cccc(-c2nc(SCC(=O)NCC3CCCO3)c(-c3ccc(F)cc3)[nH]2)c1 (stereo unspecified) | ? | -7% | i | -7% | 10% | -1% | ? | ? | 24%
Nc1cccc(C#Cc2ccc3c(=O)c4ccccc4oc3c2)c1 | -1% | 2% | -5% | 10% | 21% | nt | 4% | 8%[0.501 µM] | 59%[activator]
O=C(NCCCn1ccnc1)c1ccc(Cl)cc1[N+](=O)[O-] | -5% | 7% | -6% | 1% | 52%[activator] | -7% | 4% | 2% | 19%
O=C(O)c1sc2cc(C(F)(F)F)cnc2c1-c1ccccn1 | -6% | -2% | i | 3% | 22% | 0% | -3% | 2% | 74%[activator]
Cc1nc(Nc2ccccc2Br)c2nnn(Cc3ccccc3)c2n1 | -5% | 0% | -2% | 1% | ? | -2% | 11% | nt | 27%
COc1ccc(NC(=O)Cn2c(=O)n(Cc3nc(C)no3)c(=O)c3cc4c(cc32)OCO4)cc1 | -13% | -2% | 3% | ? | 4% | -5% | -14% | -5%[59 µM] | -3%
COC(=O)CCNC(=O)N1CCN(c2nnc(C)c3c(C)n(-c4ccccc4)nc23)CC1 | -9% | -3% | nt | 14% | 13% | 3% | -11% | 9%[59 µM] | 11%
Cc1cc(N2CCC(C)CC2)nc2ccc(N3C(=O)CCC3=O)cc12 | 1% | 13% | 3% | 2% | 1% | 17% | -28% | -36%[59 µM] | 53%
CC(=O)Nc1ccccc1-c1nc2ccccc2n(C(C)C(=O)Nc2ccccc2C(F)(F)F)c1=O (stereo unspecified) | -15% | 2% | nt | -2% | -18% | -1% | -9% | ? | 36%
O=C(O)CCC(=O)Nc1ccc(N2CCOCC2)cc1 | -22% | 33%[activator] | 0% | ? | 11% | -2% | 6% | -10%[59 µM] | 41%[activator]
COc1ccc(CCNC(=O)COc2ccc(S(=O)(=O)NC(C)C)cc2Cl)cc1OC | -8% | -3% | -12% | 0% | 19% | 0% | 6% | -17%[59 µM] | 50%[activator]
CCOc1cc2[nH]c(=S)n(Cc3ccc(C(=O)NCCCN4CCOCC4)cc3)c(=O)c2cc1OCC | -32% | -3% | -9% | 2% | -2% | 0% | -15% | 25µM* | 63%[activator]
O=C(Nc1cccc(OCC(=O)N2CCOCC2)c1)C1CCCCC1 | -11% | 1% | i | -7% | -4% | -1% | 5% | 6%[12.7 µM] | 6%
CCOC(=O)N1CCN(C(=O)CS(=O)Cc2nc(-c3ccc(OC)c(OC)c3)oc2C)CC1 (stereo unspecified) | -3% | 2% | -1% | 0% | 1% | -4% | -4% | 0% | 6%[57 µM]
Cc1ccc(-c2nnc(-c3cccc4ccccc34)o2)cc1 | 35% | -2% | -4% | 0% | 15% | nt | nt | nt | 112%[activator]
Cc1cccc(N(C)C(=O)Cc2c(C(=O)O)[nH]c3ccccc23)c1 | -16% | -1% | 2% | -3% | 10% | 0% | -3% | 1%[59 µM] | 33%[activator]
Cc1ccc(CNC(=O)COC(=O)c2c(C)noc2C)cc1 | -1% | -1% | -4% | 17% | -4% | 0% | -2% | 46%[59 µM] | 33%

This is a subset; the hit share may differ from the screen's.
